Bioassay records deposited in PubChem BioAssay by National Center for Advancing Translational Sciences (NCATS).
ERG-DNA inh = ERG Ets/DNA interaction inhibition. P11308. fluorescence polarization, His-ERG Ets domain / labelled DNA. Potency, µM (top dose mostly 76.9 µM), without a hit: top-dose FP activity, negative = inhibition, hits mostly inhibitors. actives 0.028% (n = 370,000). AID 624246; active = well fitted inhibition curve with a large enough effect in the polarisation, with a control signal flat; inconclusive = small, poorly fitted or top-dose-only effect, or effect the other way, or a change in a side signal; inactive = no such curve, though single readings can be large or run the other way; the % refers to the polarisation;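 also: polarization taken with two DNA probes labelled with fluorescein and Texas red; potency is read from the fitted curve at half-maximal effect; % of control where 0% means no effect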
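His-tagged ERG Ets domain (1 uM in the protein solution; 300mM KCl, 50mM Tris-HCl, 1mM EDTA, 1mM DTT, pH 7.5) received compound, then a probe mix of 5 nM fluorescein-DNA and 100nM Texas-615-DNA. Fluorescence polarization was read for both dyes.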
BAZ2B inh = blocks human BAZ2B; Q9UIF8; AlphaScreen BAZ2B-H3K14Ac peptide displacement; Potency, µM (titrated, usually from 114 µM), without a hit: at the top dose activity change, negative = inhibition, actives largely listed as inhibitors; actives 4.4% (n = 360,000); AID 504333; also: potency is read from the fitted curve at half-maximal effect; % is scaled to controls: 0 for no effect and ±100 for the full control effect; nearly all actives have a fitted effect of over 60% in size
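Inhibition is scored as reduced AlphaScreen emission. The BAZ2B/b-H3(5-23)K14Ac complex (50 nM each) in PBS pH 7.4, 0.01% Tween-20 meets compound (up to 110 uM) for 30 min at RT before bead addition.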
RGS4 inh = human RGS4 inhibition | P49798 | Potency, µM (titrated, usually from 114 µM), for inactives: at the top dose activity change, negative = inhibition, most hits filed as inhibitors | actives 0.039% (n = 390,000) | Transcreener GDP fluorescence polarization, RGS4-accelerated GTP hydrolysis; also: potency is read from the fitted curve at half-maximal effect; % is scaled to controls: 0 for no effect and ±100 for the full control effect; nearly all actives have a fitted effect of over 75% in size; some results filed as inactive show a strong effect at the top dose
Target sequence (P49798 whole entry, looked up): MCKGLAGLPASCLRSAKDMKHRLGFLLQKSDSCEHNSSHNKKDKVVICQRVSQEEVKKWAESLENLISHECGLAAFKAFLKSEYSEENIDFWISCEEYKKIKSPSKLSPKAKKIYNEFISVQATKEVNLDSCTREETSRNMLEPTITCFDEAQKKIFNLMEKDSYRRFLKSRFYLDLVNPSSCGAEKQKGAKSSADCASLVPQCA
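MLSMR compounds (23 nl, pin-transferred) preincubated 10 min at room temperature with a 500nM (2x) first reagent, then RGS4 at 900nM (2x) plus Transcreener GDP mix added; fluorescence polarization (620/688 nm) read before and after 90 min at 30 °C.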
JMJD2A Tudor inh = inhibitors of human JMJD2A Tudor domain; AlphaScreen JMJD2A-Tudor / H3K4me3 peptide binding; Potency, µM (doses to about 114 µM), for inactives: at the top dose activity change, negative = inhibition, usual class: inhibitors; actives 4.4% (n = 390,000); also: potency is read from the fitted curve at half-maximal effect; % is scaled to controls: 0 for no effect and ±100 for the full control effect; nearly all actives have a fitted effect of over 50% in size
G9a block = inhibitors of human histone lysine methyltransferase G9a | Q96KQ7 | G9a H3K9 monomethylation, AlphaScreen, 2 h | Potency, µM (top dose mostly 102 µM), for inactives: at the top dose activity, negative = inhibition, usual class: inhibitors | actives 8.8% (n = 350,000) | AID 504332; also: potency is read from the fitted curve at half-maximal effect; % is scaled to controls: 0 for no effect and ±100 for the full control effect; nearly all actives have a fitted effect of over 75% in size
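G9a (20 nM) preincubated 15 min RT with compounds, then 500 nM biotinylated H3K9 peptide and 20 uM SAM added; 2 h RT reaction. Monomethyl-H3K9 product detected by AlphaScreen with anti-H3K9me1 antibody, streptavidin donor and anti-rabbit IgG acceptor beads.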
HP1b binding inh = inhibitors of HP1-beta chromodomain binding to methylated histone tails; Potency, µM (top dose mostly 114 µM), inactives show at the top dose activity change, negative = inhibition, usual class: inhibitors; AlphaScreen HP1-beta / biotin-H3K9me3 peptide binding; actives 0.56% (n = 390,000); AID 540317; P83916; also: potency is read from the fitted curve at half-maximal effect; nearly all actives have a fitted effect of over 70% in size; inactives centre near 23
Target sequence (P83916 whole entry, looked up): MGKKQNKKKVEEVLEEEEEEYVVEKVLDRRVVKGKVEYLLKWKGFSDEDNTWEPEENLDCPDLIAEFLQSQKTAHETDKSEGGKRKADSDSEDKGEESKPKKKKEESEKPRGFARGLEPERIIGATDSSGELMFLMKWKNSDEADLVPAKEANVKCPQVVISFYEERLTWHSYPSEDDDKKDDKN
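AlphaScreen: HP1-beta (50 nM) preformed 30 min with biotin-H3(1-18)K9me3 peptide (50 nM) in PBS pH 7.4, 0.01% Tween-20. Compound added for 30 min at RT, then streptavidin donor/nickel chelate acceptor beads (10 ug/mL) for 30 min.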
ALOX12 inh = blocks human arachidonate 12S-lipoxygenase. purified 12hLO, xylenol orange hydroperoxide absorbance. actives 1.1% (n = 580,000). Potency, µM (doses to about 108 µM), inactives show top-dose activity change, negative = inhibition, most hits filed as inhibitors. AID 1671190. P18054; also: potency is read from the fitted curve at half-maximal effect; % is scaled to controls: 0 for no effect and ±100 for the full control effect
Target sequence (P18054 whole entry, looked up): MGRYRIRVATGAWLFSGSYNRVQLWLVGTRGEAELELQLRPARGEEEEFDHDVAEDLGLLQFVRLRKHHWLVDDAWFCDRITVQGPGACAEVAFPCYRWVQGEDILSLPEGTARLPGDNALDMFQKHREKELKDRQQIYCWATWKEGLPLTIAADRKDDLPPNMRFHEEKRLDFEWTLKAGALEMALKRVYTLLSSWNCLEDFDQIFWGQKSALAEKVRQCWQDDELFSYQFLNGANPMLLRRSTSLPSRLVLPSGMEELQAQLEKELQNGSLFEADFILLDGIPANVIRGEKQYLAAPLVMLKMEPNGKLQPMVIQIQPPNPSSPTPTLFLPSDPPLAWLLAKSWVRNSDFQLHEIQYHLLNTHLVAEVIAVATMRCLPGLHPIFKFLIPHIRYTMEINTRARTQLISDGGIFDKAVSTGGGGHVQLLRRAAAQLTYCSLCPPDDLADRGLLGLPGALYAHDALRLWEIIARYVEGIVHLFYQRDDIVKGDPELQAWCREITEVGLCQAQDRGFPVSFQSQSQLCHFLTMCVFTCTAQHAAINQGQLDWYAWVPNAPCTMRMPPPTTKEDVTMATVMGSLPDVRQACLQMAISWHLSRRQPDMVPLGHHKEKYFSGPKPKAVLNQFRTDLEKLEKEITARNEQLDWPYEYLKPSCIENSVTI
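Purified human 12hLO at 150 nM in 25 mM Hepes, 0.01% Triton X-100, pH 7.0, preincubated 15 min at room temperature with compound. Reaction started with 40 uM arachidonic acid, 30 min at room temperature. Hydroperoxide measured by Fe-xylenol orange, 573/405 nm absorbance ratio.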
PI4K2A inh = PI4K2A (human) kinase inhibition. AID 1346378. Q9BTU6. activity change, negative = inhibition, % at 76.9 µM. purified PI4K2A, ADP-Glo luminescence, 1 h; hits give low values. actives 0.13% (n = 420,000); in the data active = activity change below about -50%; inconclusive = mostly about -30% to -49%;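 also: -100% = wells without enzyme as full effect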
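PI4K2A activity was measured by ADP-Glo luminescence: enzyme (4 ug/mL stock) and phosphatidylinositol (1.2 mM stock) in Tris pH 7.5/MgCl2/EGTA/Triton X-100 buffer were reacted with ATP (300 microM stock) for one hour at ambient temperature.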
GLS inh = inhibitors of human glutaminase (GLS); O94925; actives 0.21% (n = 410,000); GLS enzymatic activity, qHTS titration; AID 624170; Potency, µM (series often up to 45.5 µM), for the others: at the highest dose activity change, negative = inhibition, usual class: inhibitors; also: potency is read from the fitted curve at half-maximal effect; % is scaled to controls: 0 for no effect and ±100 for the full control effect
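Enzyme dispensed in phosphate buffer (45 mM, pH 8.2, 0.02% Tween-20), compounds pinned in, then 1 mM L-glutamine solution and the glutamate oxidase–HRP–Amplex Red mix added; fluorescence read immediately and again after 30 min at room temperature.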
An asterisk follows results filed as active; i = inactive; ? = inconclusive; . = not tested or not shown; & = joins results of further samples; [ ] = remark or other dose. Unless noted, calls follow the shape of the dose curve; as a rule, active = well fitted curve in the direction sought with a large enough effect; inconclusive = small, poorly fitted or top-dose-only effect, or another doubt; inactive = no such curve, though single readings can be large; an effect the other way counts as inactive or inconclusive.

SMILES	ERG-DNA inh	BAZ2B inh	RGS4 inh	JMJD2A Tudor inh	G9a block	HP1b binding inh	ALOX12 inh	PI4K2A inh	GLS inh
O=c1[nH]c(=O)n(C2CCCO2)cc1Br (configuration not stated)	-8%	4%	0%	-9%	4%[12.7 µM]	31%	?	-4	11%
Cc1noc(NS(=O)(=O)c2ccc(N/C=C\C(=O)c3cccs3)cc2)c1C	-5%	?	6%[56.9 µM]	-33%	-33%[59 µM]	?	?	-1	9%
CCOc1ccccc1NC(=O)C(OC(=O)c1ccccc1O)c1ccccc1 (configuration not stated)	.	5%	-17%	-7%	-11%	40%[activator]	-3%	-3	-1%
c1ccc2cc3[nH]c(CN4CCCCC4)nc3cc2c1	14%	-1%	6%	-21%	-12%	30%	26%	-2	11%
Cc1ccc(C(=O)NNC(=O)c2ccc(Br)s2)cc1S(=O)(=O)N1CCOCC1	5%	-2%	8%	-6%	6%[12.7 µM]	46%[activator]	8%	-3	15%
COc1ccc(CCNC(=O)COC(=O)C23CC4CC(CC(C4)C2)C3)cc1	10%	0%	23%	3%	3%[59 µM]	36%	-6%	0	14%
Cc1ccc(OCC(=O)Nc2ccc(N3CCCC3)cc2)cc1C	-15%	28µM*	-52%	32µM*	11µM*	?	?	2	-7%
COc1ccc(NC(=O)NNC(=O)c2ccc(-c3ccccc3)cc2)cc1	0%	-14%	-7%	-26%	53%[activator]	22%	i	-10	12%
CCCCn1c(N)c(N(CCOC)C(=O)CSc2ccc([N+](=O)[O-])cc2)c(=O)[nH]c1=O	-18%	-12%	17%	-16%	-12%[59 µM]	24%	-19%	3	-1%
CCC1CN(C(=O)Nc2ccc(C)c(F)c2)c2ccccc2S1 (configuration not stated)	6%	0%	2%	-20%	-5%[59 µM]	66%[activator]	-22%	3	-9%
CN(C)C(=O)c1coc2nc3ccccc3nc12	29%	-3%	-32%	-3%	-30%	7%	?	-3	-2%
Nc1ccccc1Sc1cc(Cl)nnc1Cl	-2%	-15%	-15%	-5%	?	40%[activator]	?	-2	0%
O=C(Nc1cc(C(F)(F)F)ccc1F)C1CCC1	8%	-4%	5%	5%	10%[12.7 µM]	25%	0%	13	-1%
COc1cc(OC)c(NC(=O)Nc2cccc(OCc3cc(=O)n4ccccc4n3)c2)cc1Cl	1%	-37%	-11%	-35%	?	14%[57 µM]	-19%	1	-16%
Cc1[nH]c2ccc(C(=O)N3CCCCC3)cc2c1C	2%	-8%	-17%	-26%	-6%	16%	-5%	5	-10%
O=C(CN1CCN(C(=O)CNC(=O)c2ccc3c(c2)OCO3)CC1)Nc1ccccc1Cl	-10%	-6%	-30%	-12%	-77%[59 µM]	30%	5%	-3	3%
O=C(NCc1ccccc1)c1ccc[n+]([O-])c1	-9%	6%	-14%	8%	.	36%	16%	2	1%
CN1C(C(=O)NCC2CC2)CC2Cn3c(nc4ccccc43)C21 (configuration not stated)	-7%	-30%	1%	-13%	2%[2.33 µM]	45%[activator]	-19%	-1	-2%
Cc1ccc(N(CCC(=O)O)S(=O)(=O)c2ccc(C)cc2)cc1	2%	-6%	-3%	9%	24%[59 µM]	40%[activator]	9%	-4	2%
Cc1ccc(C(=O)N2CCCC(c3ccccc3)=N2)cc1	-2%	-7%	43%	-8%[57.1 µM]	55%[activator]	6%	-4%	-11	2%
CN(C)CCCN(Cc1cc2cc3c(cc2[nH]c1=O)OCO3)C(=S)Nc1cccc(Cl)c1	5%	-39%	-1%	?	50µM*	-1%	-29%	-4	-14%
C=C(C)c1cccc(C(C)(C)NC(=O)NNC(=O)c2ccccc2O)c1	-2%	-4%	-22%	-26%	50%	14%	3%	-1	?
COC(=O)N/N=C(\C)c1ccc(OC(F)F)cc1OC(F)F	-4%	-21%	-2%	-16%	1%[59 µM]	15%	-14%	4	0%
CC(C)(C)c1ccc(CN(Cc2ccco2)c2cnc(S(C)(=O)=O)nc2C(=O)Nc2ccc(F)cc2)cc1	-3%	?	-4%	-19%	2%[59 µM]	36%	-15%	-2	-1%
O=C(Nc1ccc2c(c1)CCC2)c1cnn2c1NC(c1ccco1)CC2C(F)(F)F (configuration not stated)	8%	9%	-30%[11.4 µM]	8%[11.4 µM]	-15%[59 µM]	-1%	119%[activator]	-7	-2%
CCn1c(SCc2nc3cc(OC)c(OC)cc3c(=O)[nH]2)nc2ccccc21	2%	-17%	3%	-5%	3%[12.7 µM]	28%	0%	4	8%
O=C(NCc1ccco1)c1ccc(S(=O)(=O)N2CCOCC2)cc1	-5%	79µM*	-35%	?	13µM*	?	0%	-15	-14%
CCOC(=O)c1c(NC(=O)CN2C(=O)C(=O)N(CC(C)C)C2=O)sc(C)c1CC	0%	3%	8%	-22%	-33%	0%	1%	-3	19%
O=C(O)C(=O)Nc1ccc(NC(=O)C(c2ccccc2)c2ccccc2)cc1	16%	-7%	16%	-19%	1%	24%	?	0	-1%
COc1ccc(C(=O)NC(=C(Cl)Cl)S(=O)(=O)c2ccc(C)cc2)cc1	-22%	-19%	7%	-24%	13%	32%	-20%	-7	3%
COc1ccc(S(=O)(=O)N2CCCCC2)cc1NC(=O)CSc1nccn1C	-1%	1%	12%	-16%	-7%	2%	-1%	2	-6%
Cc1ccnc(N2C(=O)c3ccccc3C2O)c1 (configuration not stated)	14%	-3%	-11%	-19%	3%	37%	37%	7	-1%
CN(C(=O)c1nn(C)c2c1COc1ccccc1-2)c1cccc(C(F)(F)F)c1	1%	-18%	-9%	-19%	-37%[59 µM]	-11%	-6%	10	2%
CCC/C(C(=O)NCCO)=C1/c2ccccc2C(=O)N1c1ccccc1	9%	.	-18%	-1%	.	47%[activator]	-7%	1	-7%
Cc1ccc(S(=O)(=O)N2CCC(C(=O)N3CCc4ccccc43)CC2)cc1C	12%	9%	-9%	-7%	?	22%	-15%	-1	-11%
COc1ccccc1C(=O)C1CCCN(C(=O)c2ccc3c(c2)OCCO3)C1 (configuration not stated)	-4%	-9%	8%	-11%	.	15%	5%	0	9%
CCCCN(CC)CCCNC(=O)Cn1ncc2c3ccccc3n(C)c2c1=O	1%	0%	20%	?	-31%[59 µM]	19%	-25%	5	-1%
CCN1CCN(C(=O)c2cc(=O)c3cc(C)ccc3o2)CC1	11%	0%	25%	-19%	-6%	3%	-14%&-11%	3	-17%
Clc1ccc(Br)cc1-c1nc(-c2ccncc2)no1	-5%	10%	-22%[56.9 µM]	?	6%[12.7 µM]	-2%	5%	1	-4%
COc1ccccc1C(c1nnnn1C(C)(C)C)N1CCN(C(=O)c2ccco2)CC1 (configuration not stated)	-4%	4%	1%	?	4%[59 µM]	48%[activator]	406%[activator]	-3	2%
COC(=O)C(CC(=O)O)NCc1ccco1 (configuration not stated)	7%	?	-61%[56.9 µM]	20µM*	.	3%	-6%	9	-2%
C/C(=N\NC(=O)CCc1c[nH]c2ccccc12)c1cccc([N+](=O)[O-])c1	-1%	-23%	9%	-13%	-4%	-2%	-7%	2	18%
CSc1ccccc1OCc1cc(C(=O)N(C)Cc2ccc(C)o2)no1	2%	-24%	?	-28%	50µM*	-9%	?	-1	5%
O=S(=O)(Cc1ccccc1)N1CCC(c2nc(-c3cccs3)no2)CC1	1%	8%	-11%	1%	-1%	56%[activator]	26%	-1	3%
CCOC(=O)C1(CCOc2ccccc2)CCN(Cc2ccc3nonc3c2)CC1	-12%	60%[activator]	-19%	54%[activator]	179%[activator]	72%[activator]	8%	3	0%
COc1ccc(NC(=O)c2ccc(Cl)c(S(=O)(=O)N3CCc4ccccc4C3)c2)cn1	-7%	1%	-9%	-22%	-39%[12.7 µM]	21%	-1%	2	-11%

Reformatted: 4 of the compounds above.
Second line of a record: ERG-DNA inh | BAZ2B inh | RGS4 inh | JMJD2A Tudor inh | G9a block | HP1b binding inh | ALOX12 inh | PI4K2A inh | GLS inh
CCN1CCN(C(=O)c2cc(=O)c3cc(C)ccc3o2)CC1
  11% | 0% | 25% | -19% | -6% | 3% | -14%&-11% | 3 | -17%
CCC/C(C(=O)NCCO)=C1/c2ccccc2C(=O)N1c1ccccc1
  9% | . | -18% | -1% | . | 47%[activator] | -7% | 1 | -7%
COc1ccccc1C(c1nnnn1C(C)(C)C)N1CCN(C(=O)c2ccco2)CC1 (configuration not stated)
  -4% | 4% | 1% | ? | 4%[59 µM] | 48%[activator] | 406%[activator] | -3 | 2%
CCCCN(CC)CCCNC(=O)Cn1ncc2c3ccccc3n(C)c2c1=O
  1% | 0% | 20% | ? | -31%[59 µM] | 19% | -25% | 5 | -1%

This is a subset (hit frequency here may not be typical).
